High-throughput results as filed in PubChem BioAssay.
Cardio protect = cardioprotection against H2O2-induced cell death, primary screen, uHTS, H9c2 cells, ATPLite luminescence; protection from H2O2 cell death, % at 20 µM; hit rate 0.63% among 360,000; H9c2 cardiomyocytes, H2O2 injury protection, 2 h; AID 588492, 2011;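 active means compounds giving at least 50% protection of heart cells from peroxide-induced death in the single-dose screen, raw or plate-pattern-corrected value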;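 further: 0% = DMSO wells with peroxide and 100% = DMSO wells without peroxide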
m5-HT2A agonist = mouse Htr2a agonists via beta-arrestin recruitment, primary screen, cell-based, luminescence; 5-hydroxytryptamine receptor 2A (Mus musculus), P35363; CHO-K1 mHTR2A beta-arrestin complementation; percent of 30 µM serotonin response; activation, % at 7.6 µM; hit rate 0.66% among 360,000;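 active means activation above a run cutoff, the mean activation of all tested compounds plus 3 SD, cut at about 14% in these data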;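 further: 0% = plate median of compound wells and 100% = 30 µM serotonin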
ABHD5 PLIN5 PPI = ABHD5-PLIN5 interaction inhibitors, primary screen, cell lysate, split luciferase complementation, luminescence | inhibition, % at 4 µM | hit rate 0.78% among 360,000 | Split G. princeps luciferase complementation, 4 h | Perilipin-5 (Homo sapiens) + 1-acylglycerol-3-phosphate O-acyltransferase ABHD5 (Homo … | AID 602281, 2012;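 active means inhibition above the mean inhibition across every tested compound plus 3 SD, cut at about 22% in these data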;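 further: 0% = DMSO only wells and the 100% control is not disclosed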
N-glyco inh = increase of ERlucT glycosylation luciferase signal, primary screen, N-linked glycosylation inhibitor project, D54 ERlucT cells, luminescence, set 2; D54 ERlucT glycosylation luciferase reporter, 24 h; percent of 100 nM tunicamycin response; reporter increase, % at 12.5 µM; hit rate 0.23% among 360,000; AID 588692, 2011;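 active means mean luciferase reporter signal, scaled so untreated is 0 and the glycosylation-blocking control 100, at or above a set limit in every replicate; inconclusive means mean reaches the limit but not every replicate does; inactive means mean below the limit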;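 further: luciferase carries N-glycosylation sites so blocking glycosylation raises the light; 0% = median of neutral control wells and 100% = median of 100 nM tunicamycin wells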
aDG glyco up = activators of alpha-DG glycosylation, primary screen, uHTS, Pro5-aDG cells, AlphaScreen | hit rate 0.22% among 360,000 | AID 624168, 2012 | alpha-DG glycosylation AlphaScreen (IIH6); 0% Pro5, 100% B10-LARGE cell signal | activation, % at 10 µM;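 active means activation of at least 8% versus controls, or a plate z-score of at least 8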;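 further: Pro5 are CHO cells carrying HIG-tagged alpha-DG that lacks glycosylation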
MC4R ag barr = MC4R agonists recruiting beta-arrestin, primary screen, cell-based, luminescence, agonist arm of biased-ligand search; activation, % at 8.9 µM; hit rate 0.98% among 360,000; U2OS MC4R beta-arrestin complementation; percent of melanotan II response, DMSO zero; AID 540308, 2011;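 active means activation above a per-plate cutoff, the mean activation of sample wells on that plate plus 3 SD, cut at about 8% in these data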
Target sequence (P32245 whole entry, looked up): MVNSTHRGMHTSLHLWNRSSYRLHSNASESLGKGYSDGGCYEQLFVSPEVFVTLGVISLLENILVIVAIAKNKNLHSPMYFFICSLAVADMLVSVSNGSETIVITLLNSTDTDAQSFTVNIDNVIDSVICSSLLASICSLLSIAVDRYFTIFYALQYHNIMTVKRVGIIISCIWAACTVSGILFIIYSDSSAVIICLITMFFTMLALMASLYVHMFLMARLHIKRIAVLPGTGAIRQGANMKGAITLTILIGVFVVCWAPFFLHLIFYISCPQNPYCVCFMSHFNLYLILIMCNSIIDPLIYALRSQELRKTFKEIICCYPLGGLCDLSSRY
hiPSC survival = enhancers of single-cell hiPSC survival, primary screen, ATPlite luminescence; 100% = ROCK inhibitor wells, 0% = DMSO; survival enhancement, % at 20 µM; hit rate 0.044% among 360,000; AID 602274, 2012; in the data active means survival enhancement above about 18%;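 further: cells exposed to compounds for 16 hours before the ATP read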
ABCB6 inh 2 = ABCB6 transporter inhibitors, primary screen, K562-ABCB6 cells, flow cytometry, MLPCN library. ATP-binding cassette sub-family B member 6 (Homo sapiens), Q9NP58. K562-ABCB6 porphyrin accumulation, 1 h; hits give low values. fluorescence ratio to DMSO, % at 10 µM. hit rate 0.19% among 360,000. AID 602162, 2011;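 active means fluorescence ratio to DMSO below 75%, the collection mean minus 3 SD; inconclusive means too few cells collected in the well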;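 further: signal is porphyrin accumulated inside mitochondria; 100% equals median channel fluorescence of DMSO control wells; lower ratio means ABCB6 inhibition with less porphyrin fluorescence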
MC4R antagonist = MC4R antagonists of cAMP signaling, primary screen, cell-based, TR-FRET, antagonist arm of biased-ligand search; hit rate 0.48% among 360,000; Melanocortin receptor 4 (Homo sapiens), P32245; MC4R-expressing cells, MTII-stimulated cAMP, LANCE TR-FRET; inhibition, % at 6.5 µM;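 active means inhibition above its plate's cutoff, the mean of tested wells on that plate plus 3 SD, cut at about 29% in these data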;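 further: 0% = Melanotan II alone and 100% = Melanotan II plus saturating MCL0020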
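System: U2OS cells stably expressing human melanocortin 4 receptor (MC4R). Reagent: Melanotan II challenge after compound preincubation. Doses: 6.5 µM. Times: 30-min compound, 1-h challenge, 1-h detection, room temperature. Measured by: TR-FRET with Eu-cAMP and labeled anti-cAMP, 671 nm. Replicates: singlicate.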
Exocytosis inh = LAMP-1 surface exposure blockers, TALL-104 cells – cell-based, flow cytometry, MLPCN library, primary screen; TALL-104 LAMP-1 surface exposure; cells stimulated with thapsigargin and PMA; inhibition, % at 10 µM; hit rate 0.66% among 360,000; AID 651702, 2012;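 active means inhibition above about 55%, limit read from the data; inconclusive means no clear call, values can overlap the other calls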
* marks the source's active call; other numbers are inactive results; ? = inconclusive; · = no result given.

[1] COc1ccc2c(c1OC)CN(C)CCc1cc3c(cc1C(O)C2)OCO3 (stereo unspecified)
[2] Cc1ccccc1/C=N/N1CCN(c2ccccc2)CC1
[3] COc1ccc(C2=NNC(c3cccnc3)=Nc3ccc(OC)cc32)cc1
[4] Cc1ccc(OC(=O)CCS(=O)(=O)c2ccc(C)cc2)cc1
[5] O=c1cc(CSc2nnc3ccccn23)c2c(ccc3ccccc32)o1
[6] Cc1csc(N)n1

screen / no.,1,2,3,4,5,6
Cardio protect,-2,0,2,-6,29,-3
m5-HT2A agonist,3,1,-1,9,2,-3
ABHD5 PLIN5 PPI,9,-10,2,9,9,5
N-glyco inh,-3,-2,2,5,4,4
aDG glyco up,0.3,-0.2,0.1,-0.2,-0.4,-0.1
MC4R ag barr,2.9,-0.6,-2.8,-0.1,-4.0,1.4
hiPSC survival,-2.2,0.6,-0.2,-0.4,1.0,2.5
ABCB6 inh 2,90,99,104,104,94,101
MC4R antagonist,-10,-1,-2,8,-4,2
Exocytosis inh,-2,0,-1,5,2,4

[7] O=C(Nc1ccc(N2CCOCC2)cc1)c1cnccn1
[8] CN1CCN(c2ccncc2S(=O)(=O)N2CCCCC2)CC1
[9] COc1ccc(-c2c3c(=O)n(C)c(=O)n(C)c3cn2-c2ccccc2O)cc1
[10] CC1(c2nnnn2-c2ccc3c(c2)OCCO3)CCC(=O)N1CC(F)(F)F (stereo unspecified)
[11] CCCOc1ccc2ccccc2c1/C=N/n1cnnc1
[12] CC(C)(C)c1ccc(S(=O)(=O)NCC(=O)Nc2sc3c(c2C(N)=O)CCCC3)cc1

screen / no.,7,8,9,10,11,12
Cardio protect,-12,2,-8,·,2,-16
m5-HT2A agonist,5,-2,6,2,0,4
ABHD5 PLIN5 PPI,4,8,1,1,1,-2
N-glyco inh,-20,1,4,·,5,-1
aDG glyco up,-0.2,0.2,0.1,0.2,0.0,-0.3
MC4R ag barr,-0.4,3.1,1.3,·,-1.0,3.4
hiPSC survival,-0.6,-0.5,3.3,0.6,0.9,-0.9
ABCB6 inh 2,100,106,99,97,100,99
MC4R antagonist,9,14,6,·,9,0
Exocytosis inh,7,5,-4,0,-1,1

[13] Cc1ccc(CNC(=O)CNC(=O)c2c(C)nn(C)c2Cl)cc1
[14] Nc1cc2c(cc1C(=O)c1ccccc1)OCCO2
[15] COCCCn1c(-c2ccccc2)nc2ccccc2c1=O
[16] COc1ccc(C(=O)NC=C2C(=O)OC(C)(C)OC2=O)cc1
[17] O=C(CCCOc1ccc(Br)cc1)Nc1ccc(S(=O)(=O)N2CCOCC2)cc1
[18] CN(C(=O)C(C)(C)C)[C@H]1C[C@H]2c3[nH]c4ccccc4c3CCN2C(=O)[C@H]1CO

screen / no.,13,14,15,16,17,18
Cardio protect,-2,5,5,0,-13,10
m5-HT2A agonist,8,1,-2,1,-6,-1
ABHD5 PLIN5 PPI,0,1,4,5,-17,-17
N-glyco inh,2,0,-1,3,-5,1
aDG glyco up,0.1,-0.2,0.3,0.1,0.2,0.8
MC4R ag barr,0.7,-1.2,-0.2,-1.0,-4.7,-0.3
hiPSC survival,-0.4,-1.4,5.4,2.5,1.0,1.8
ABCB6 inh 2,107,89,105,101,96,107
MC4R antagonist,-4,2,2,0,-4,15
Exocytosis inh,-1,1,0,-9,0,-3

[19] O=S(=O)(NCc1ccccn1)c1ccc2ccccc2c1
[20] COc1ccc(-n2nc3c(c2NC(=O)c2c(-c4ccccc4Cl)noc2C)CS(=O)(=O)C3)cc1
[21] COC(=O)CSc1nc2cc3c(cc2cc1C)OCO3
[22] Cc1cc(S(=O)(=O)N2CCN(c3ccc(F)cc3)CC2)c(C)s1
[23] Clc1ccc(-c2nn3c(-c4ccccc4)nnc3s2)cc1

screen / no.,19,20,21,22,23
Cardio protect,-2,4,1,-11,1
m5-HT2A agonist,-5,1,4,-6,-2
ABHD5 PLIN5 PPI,3,0,-3,-8,2
N-glyco inh,2,-2,2,-4,-1
aDG glyco up,-0.1,0.0,0.1,-0.1,0.2
MC4R ag barr,-0.8,-1.4,-3.0,-1.6,5.9
hiPSC survival,-0.3,-0.9,0.9,-1.6,3.0
ABCB6 inh 2,85,104,100,?,95
MC4R antagonist,4,2,17,6,5
Exocytosis inh,9,4,-4,-2,-1
